aSyn yeast rescue: rescues yeast growth from alpha-synuclein toxicity. S. cerevisiae alpha-synuclein toxicity rescue, BacTiter-Glo growth, 24 h. Potency, µM (top dose mostly 46.1 µM), inactives show top-dose growth rescue (activation), hits mostly activators. actives 0.02% (n = 94,000). AID 1347070; active means well fitted activation curve with a large enough effect; inconclusive means small, poorly fitted or top-dose-only effect; further: 0% is about no effect
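Growth restoration measured by BacTiter-Glo luminescence after 24 hr at 30 deg C; alpha-synuclein yeast, raffinose-pregrown to mid-log, were added at OD600=0.02 in galactose medium onto pinned compounds.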
* marks the source's active call; other numbers are inactive results; ? = inconclusive; & = joins results of further samples; [ ] = remark or other dose. Potency means the concentration at half of the fitted maximal effect. An excerpt; the hit share may differ from the screen's.

SMILES	aSyn yeast rescue
CN(C(=O)COc1ccc(-c2nnco2)cc1)C1CCS(=O)(=O)C1 (stereo not given)	-3%
CCN(CC)c1cc2c(cc1F)c(=O)c(S(=O)(=O)c1ccccc1)cn2Cc1ccccc1	4%
COc1cc(OC)c(C=Cc2ccncn2)c(OC)c1	10%
CC(C)CN(C(=O)COC(=O)c1cnc(Cl)c(Cl)c1)c1c(N)n(Cc2ccccc2)c(=O)[nH]c1=O	-11%
CCOc1ccc(NC(=O)N2CC3CCCN3c3ccccc32)cc1 (stereo not given)	-5%
CCCCCC(=O)OCCc1c(C)nc2nc[nH]n2c1=O	-12%
O=C(Oc1ccc(-c2csnn2)cc1)C1CC1	-46%[inhibitor]
Cc1ccc(CNC(=O)Cn2cccc2C(=O)c2ccccc2C)cc1	2%
CSc1ccc(CCNC(=O)c2sc3ncccc3c2-n2cccc2)cc1	6%
CCOC(=O)N1CCN(C(=O)CN(c2ccccc2OC)S(=O)(=O)c2ccc(OC)cc2)CC1	-2%
COc1cc(CN2CCN(c3cccc(C)c3C)CC2)cc([N+](=O)[O-])c1O	5%
Cc1cc(NC(=O)Nc2cc(F)ccc2F)no1	2%
N/C(=N\N=C\c1cccc(O)c1)c1nonc1N	11%
COc1cccc(Nc2nc3ccccc3c3nncn23)c1	12%
Cc1cc(Nc2ccc(F)cc2C)n2nc(C)nc2n1	-2%
COC(=O)CN1C(=O)C(C)(C)c2cc(S(=O)(=O)Nc3ccc(C(C)C)cc3)ccc21	1%
O=C(CSc1nc(-c2ccccc2)nc2ccccc12)Nc1cccc(C(=O)O)c1	6%
CCCCSCc1nc2nc(Cl)c(Cl)nc2[nH]1	-59%[inhibitor]
Cc1ccc(NC(=O)CN2C(=O)c3ccccc3Sc3ncccc32)c(C)c1	3%
CC(C)COC(=O)Nc1nnc(Cc2ccccc2)s1	18%
CCOC(=O)c1ccc(NC(=O)C2Cc3ccccc3CN2S(=O)(=O)c2ccc(Cl)cc2)cc1 (stereo not given)	4%
CC(C)(C)CC(C)(C)NC(=O)c1ccc2snnc2c1	-12%
COc1cc2c(cc1OC)CN(C(=O)Nc1ccccc1Cl)CC2	6%
COc1cccc(-c2ccc3c(N)c(C(=O)c4ccc(F)cc4)sc3n2)c1	4%
CCN(CC)CCOC(=O)c1ccc(NC(=O)Cn2ncc3c([nH]c4ccc(C)cc43)c2=O)cc1	4%

Next section
SMILES	aSyn yeast rescue
CN(C)c1cccc(C(=O)Nc2nc3ccc(S(=O)(=O)N4CCCC4)cc3s2)c1	-13%
Cc1ccc([N+](=O)[O-])cc1S(=O)(=O)Nc1ccc(C(=O)NCc2ccccn2)cc1	-8%
CCOc1ncccc1C(=O)N1CCN(C(c2ccccc2)c2ccccc2)CC1	13%
CCOC(=O)c1cnc2c(ccc3ccccc32)c1Nc1ccc(Cl)cc1	-10%
CCOC(=O)N1CCN(Cc2nc3cc(NC(=O)CC(C)C)ccc3n2C(C)C)CC1	6%
N#Cc1ccc(Oc2ccc(S(=O)(=O)N3CCCCC3)cn2)cc1	-10%
Cn1cccc1-c1cc(C(=O)N/N=C/c2ccc([N+](=O)[O-])cc2)[nH]n1	7%
CCOc1ccc(NC(=O)CSc2nnc(N)s2)c([N+](=O)[O-])c1	-14%
COc1ccc(C(=O)c2ccccc2)cc1CN1CCOCC1	-3%
COc1ccc(NC(=O)C2CCN(c3nc4ccccc4nc3C(F)(F)F)CC2)cc1	-7%
O=C(O)/C=C/C(=O)NCC1CCC(CNC(=O)/C=C/C(=O)O)CC1 (stereo not given)	-1%
CC(=O)Nc1ccc(NC(=O)CCc2nc3cccnc3n2Cc2cccs2)cc1	4%
COc1ccccc1NC(=O)C(C)OC(=O)C1CCC(C(C)(C)C)CC1 (stereo not given)	-7%
OCCN1CCN(C(c2ccccc2Cl)c2sc3nc(-c4ccco4)nn3c2O)CC1 (stereo not given)	-1%
CCOC(=O)c1ccc(NC(=O)CC(=O)Nc2ccc3nc4n(c(=O)c3c2)CCCCC4)cc1	-2%
C=CCn1c(CCCNC(=O)C(C)(C)C)nc2ccccc21	0%
Cc1ccc(C)c(OCCC(=O)OCC(=O)NC(=O)NCc2ccccc2)c1	-18%
CCC(=O)OC1=C(C(C)=O)N(Cc2ccccc2)S(=O)(=O)c2ccccc21	?
Cc1ccnc(NS(=O)(=O)c2ccc(Cl)nc2)c1	-2%
Cc1ccc(C)c(NC(=O)CSc2nccn2-c2cccc(C)c2C)c1	28%
COc1ccc(CNC(=O)c2oc3c(c2C)-c2nn(Cc4ccc(Cl)cc4)cc2CC3)cc1	17%
Cc1ccc2nc(NC(=O)c3ccc(S(=O)(=O)N4CCCc5ccccc54)cc3)sc2c1	-3%&6%
CCC(C(=O)Nc1cc(-c2cn3cccnc3n2)ccc1C)c1ccccc1 (stereo not given)	-15%
CC(C)c1ccc(Nc2cc(C(=O)NCc3cccs3)c3ccccc3n2)cc1	7%
Cc1ccc(-c2nc(CN3CCCCC3c3cccc(F)c3)c(C)o2)o1 (stereo not given)	0%

(continued)
SMILES	aSyn yeast rescue
COc1cc(NC(=O)Cn2c(=O)n(CC3CCCO3)c(=O)c3ccccc32)cc(OC)c1 (stereo not given)	1%
Cc1cccc(NS(=O)(=O)c2ccc3c(c2)CC(C)N3C(=O)C2CCC2)c1C (stereo not given)	6%
CCN(Cc1ccccc1)Cc1c(O)ccc2c(=O)c(-c3ccccc3OC)c(C(F)(F)F)oc12	8%
COc1ccc(-c2cc(-c3ccccc3)nc3c2COc2ccc(Cl)cc2-3)cc1	-1%
CN(Cc1ccccc1)C(=O)c1cc2c(s1)-c1ccc(Cl)cc1SC2	-5%
Cc1ccc(COc2cccc3cc(-c4noc(-c5ccc(C)cc5)n4)c(=O)oc23)cc1	-13%
CC1CCN(S(=O)C23CC4CC(CC(C4)C2)C3)CC1 (stereo not given)	-9%
O=C1OC(Cc2ccccn2)C(O)=C1C1=NCCCCN1 (stereo not given)	2%
COc1cccc(NC(=O)C2CCCN(S(=O)(=O)c3c(C)nn(C)c3C)C2)c1 (stereo not given)	-7%
CS(=O)(=O)N(CC(=O)NC1CCCCC1)Cc1ccc(F)cc1	-13%
CCOCCc1nn2c(=O)cc(COC(=O)c3ccccc3OC)nc2s1	8%
O=C(NC1(N2CCOCC2)CC1)c1ccc(Cl)cc1	-2%
Cc1nc(N2CCN(c3ccccn3)CC2)c2c(C)c(C(=O)N3CCN(c4cccc(Cl)c4)CC3)sc2n1	1%
COc1ccc(NC(=O)Cn2c(=O)n(Cc3ccccc3Cl)c(=O)c3cc(OC)c(OC)cc32)cc1OC	-13%
COc1ccccc1CNC(=O)CSc1ccc(-c2sc(-c3ccccc3)nc2C)nn1	-10%
CCOc1ccc(NC(=O)Cn2c(=O)n(CCc3ccccc3)c(=O)c3c4c(sc32)CCCC4)cc1	4%
CCCCN(C)c1nc2c(S(=O)(=O)c3ccc(CC)cc3)nnn2c2ccc(Cl)cc12	6%
CCOc1ccc(CNC(=O)C2CCN(C(=O)N3CC(CC)Oc4ccccc43)CC2)cc1 (stereo not given)	4%
CC1CCN(S(=O)(=O)c2ccc3c(c2)N(CC(=O)NCCN(C)C)C(=O)CS3)CC1	7%
Cc1cc2nn(-c3ccccc3)nc2cc1NC(=O)Cc1ccc(Cl)cc1	?
COc1ccc(C(=O)CSc2nc(=O)n3ccc(C)cc3n2)cc1	7%
COc1cc(C2c3c(oc4ccccc4c3=O)C(=O)N2c2nnc(C(C)C)s2)cc(OC)c1OC (stereo not given)	2%
CCOC(=O)c1c(S(=O)(=O)NCC(=O)N2CCN(c3ccccc3OC)CC2)c(C)n(C)c1C	-10%
COc1cc(Cl)c(C)cc1NC(=O)CCN1C(=O)NC(C)(C)C1=O	-8%
O=C1CSC2(C(=O)N(Cc3ccccc3)c3ccccc32)N1c1cccc(F)c1 (stereo not given)	-5%

(listing goes on)
SMILES	aSyn yeast rescue
C[C@@H]1CN([C@H](C)CO)C(=O)CCCn2nncc2CO[C@@H]1CN(C)C(=O)C1CCCCC1	4%
Cc1ccccc1C(=O)N1CCC(C(=O)NC2CCCCCC2)CC1	5%
CCN(CC)C(=O)C1=C(C)NC(=S)NC1c1ccc(C)s1 (stereo not given)	15%
CCC1(c2ccccc2)NC(=O)N(CC(=O)Nc2ccc3c(c2)CCC3)C1=O (stereo not given)	4%
Fc1ccc(-c2nn(-c3ccccc3Cl)c3c2cnc2ccccc23)cc1	-6%
Cc1nnc(SCC(=O)NCc2ccc(N(C)C)cc2)c2nn(-c3ccccc3)c(C)c12	-4%
COC(=O)c1sccc1S(=O)(=O)N(CC(=O)Nc1cc(C)cc(C)c1)c1ccc(Cl)cc1	8%
Nc1nnc(N)c2ccccc12	0%
COc1ccccc1-c1cc2nc(C)c(CCC(=O)Nc3cc(C)ccc3C)c(C)n2n1	3%
CC1C(=O)N2CCCc3cc(NC(=O)COc4ccc(Cl)cc4)cc1c32 (stereo not given)	12%
Nc1nc2c(c(=O)[nH]1)C(c1ccccc1)C1=C(N2)c2ccccc2C1=O (stereo not given)	4%
CC(C)CNc1ncnc2c1cnn2Cc1ccccc1Cl	5%
C=CCNC(=O)CSc1nnc(-c2cccc(S(=O)(=O)N3CCOCC3)c2)o1	-1%
CCCCCC(=O)Nc1cc(S(=O)(=O)N2CCCCC2)ccc1N1CCCCC1	-6%
COc1ccc(NC(=O)CSc2nccn2Cc2ccc3c(c2)OCO3)cc1	4%
COc1cccc(-n2c(SCc3cccc(C)c3)nc3c([nH]c4ccccc43)c2=O)c1	?
COc1ccc(S(=O)(=O)Nc2c(C)nc3nc(C)[nH]n3c2=O)cc1	4%
CC(C)OCCCNC(=O)CN1C(=O)CSc2ccc(S(=O)(=O)N3CCOCC3)cc21	-2%&2%
COc1cc(NC(=O)C2Cc3ccccc3N2C(=O)c2ccccc2)cc(OC)c1 (stereo not given)	1%
Cc1ccc2c(c1)N(CC(=O)NCCc1ccc(Cl)cc1)C(=O)c1cccnc1O2	-1%&-12%
Cc1c(Cl)cccc1Nc1nn2c(=O)c3ccc(C(=O)N(C)Cc4ccccc4)cc3nc2s1	-12%
COc1cccc(NCc2cccn2-c2nnc(N3CCC(C)CC3)s2)c1	7%
CCOc1ccc(S(=O)(=O)N2CCN(C(=S)NCc3ccccc3)CC2)cc1	-4%
COc1ccc(OC)c(CN2CCN(C(=O)c3ccc(NS(=O)(=O)c4cccc([N+](=O)[O-])c4)cc3)CC2)c1	-4%
COc1ccc(Cn2nc3n(c2=O)-c2ccccc2OC3)cc1	4%

Next part.
SMILES	aSyn yeast rescue
COc1ccc(Cl)cc1C(=O)Nc1ccc(-c2nnc3n2CCCCC3)cc1	-5%
COC(=O)c1ccc(OCC2c3cc(OC)c(OC)cc3CCN2C(=O)c2ccc(OC)cc2)cc1 (stereo not given)	6%
COc1cc(CNC(C)C)c(Br)cc1OC1CCCC1	12%
CC(=O)N1CCN(c2ccc(NC(=O)c3ccc([N+](=O)[O-])o3)cc2Cl)CC1	0%
CCCCCOc1ccc(Cn2c(=O)oc3ccc(C)cc32)cc1OC	0%
CC(NC(=O)COC(=O)c1ccc2ccccc2n1)C1CC2CCC1C2 (stereo not given)	-11%
COc1cc(OC)c(OC)cc1/C=C/c1nc2cc3ccccc3cc2c(=O)n1-c1ccc(Cl)cc1	-14%
COc1ccc(OC)c2c1C(=O)C(Cl)=C(Cl)C2=O	-76%[inhibitor]
CCN1C(=O)C(=O)N(CC(=O)c2[nH]c(C)c(C(C)=O)c2C)C1=O	-3%
CC1=C(C(=O)N(C)C)CC(CC(=O)NCc2cccc3ccccc23)C(=O)N1CCCN1CCCC1=O (stereo not given)	3%
CCOc1cc2c(cc1OCC)C(c1c(F)cccc1Cl)CC(=O)N2 (stereo not given)	1%
COc1cc2c(C(=O)N3CCN(c4ccc(C)cc4)C(C)C3)cn(CC(C)C)c(=O)c2cc1OC (stereo not given)	3%
COc1cccc(-c2nn(C)c3sc(C(=O)N4CCN(c5cccc(C(F)(F)F)c5)CC4)cc23)c1	6%
CCOc1ccc(CCNC(=O)COC(=O)C2CC2)cc1OCC	8%
Cn1c(=O)[nH]c(NC2CCCCC2)c(N=O)c1=O	6%

Screening data deposited in PubChem BioAssay by National Center for Advancing Translational Sciences (NCATS).
